# TRPC6 inhibitor: mouse TRPC6 channel inhibitors, primary screen, cell-based, HEK293, membrane potential dye; 310,000 tested, 1.1% active; AID 2553, 2010; Short transient receptor potential channel 6 (Mus musculus), Q61143; B-score at 10 µM; ACh-evoked depolarization; active compounds read low;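 active means B-score under library mean minus 3 SD, initial fluorescence not abnormally high, positive integrated signal ratio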;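 further: B-score derived from integrated fluorescence ratio over the kinetic read; more negative B-score means stronger inhibition of depolarization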
# TMEM16A inh: TMEM16A chloride channel inhibitors, primary screen, cell-based, HTS. Anoctamin-1 (Mus musculus), Q8BHY3. normalized B-score (activity score, 25-100; higher = stronger inhibition) at 10 µM. 310,000 tested, 1.2% active. HEK293 TMEM16A/YFP iodide influx fluorescence, ionomycin;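 active means ratio plate-corrected score three or more library SD toward inhibition, starting fluorescence score within five deviations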;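 further: score derived from kinetic fluorescence span divided by baseline fluorescence per well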
# MrgX1 agonist: agonists of human MrgX1 receptor, primary screen, HEK293 cells, Fluo-4 calcium flux; 310,000 tested, 0.44% active; B-score at 10 µM; Fluo-4 calcium fluorescence, agonist mode; active compounds read high;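 active means calcium response B-score plate-corrected fluorescence ratio at least 3 library SD, with starting fluorescence B-score inside 5 SD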
# Target sequence (Q96LB2 whole entry, looked up): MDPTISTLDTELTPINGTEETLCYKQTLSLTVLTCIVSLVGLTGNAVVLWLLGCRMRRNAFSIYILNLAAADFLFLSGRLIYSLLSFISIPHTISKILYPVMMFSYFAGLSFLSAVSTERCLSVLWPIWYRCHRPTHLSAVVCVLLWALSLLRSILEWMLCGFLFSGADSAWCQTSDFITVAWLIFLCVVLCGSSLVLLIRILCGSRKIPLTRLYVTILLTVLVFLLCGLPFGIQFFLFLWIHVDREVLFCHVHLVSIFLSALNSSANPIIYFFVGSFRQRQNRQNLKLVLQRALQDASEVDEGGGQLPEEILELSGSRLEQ
#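 Material – MrgX1-expressing HEK293 cells · Input – 15,000 cells seeded per well · Dosing – compound as first of three additions · Times – overnight seeding, then 1 h dark dye loading · Measured by – kinetic Fluo-4 NW fluorescence of intracellular calcium · Read-out – B-scored fluorescence response ratio · Benchmarks – positive and negative control wells on each plate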
# TMEM16A act: TMEM16A chloride channel activators or potentiators, primary screen, cell-based, HTS | HEK293 TMEM16A/YFP-H148Q/I152L, iodide quench fluorescence; active compounds read low | 340,000 tested, 0.3% active | B-score at 10 µM;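 active means fluorescence-ratio B-score plate-corrected deviation score at least 3 library SD below zero, with starting fluorescence score within 5 deviations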;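 further: channel opened by trigger with iodide after compound preincubation; score built on the fluorescence ratio of max minus min over baseline; more negative score means more quench and so TMEM16A activation or potentiation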
# RGS4 block: RGS4 inhibitors, primary screen, cell-based, HEK293 M3R inducible RGS4, calcium flux | Fluo-4 calcium flux; active compounds read high; triggered by carbachol at its EC20 | B-score at 10 µM | 310,000 tested, 0.45% active | AID 463165, 2010;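 active means B-score, a plate-corrected calcium signal, over three deviations above library mean, with baseline fluorescence within five deviations of library mean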;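 further: RGS4 expression induced by doxycycline in cells with stable M3 receptor; B-score is computed from the integrated fluorescence ratio over baseline after carbachol; higher B-score means a larger calcium signal and so more RGS4 inhibition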
# Target sequence (P49798 whole entry, looked up): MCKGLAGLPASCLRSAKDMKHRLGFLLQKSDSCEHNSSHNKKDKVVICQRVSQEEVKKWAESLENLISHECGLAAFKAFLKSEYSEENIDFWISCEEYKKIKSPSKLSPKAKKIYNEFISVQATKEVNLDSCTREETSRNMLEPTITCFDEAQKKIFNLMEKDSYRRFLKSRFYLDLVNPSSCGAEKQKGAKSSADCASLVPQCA
# HDAC3 inhib: HDAC3 deacetylase inhibitors, primary screen, biochemical, fluorescence, cell-free homogeneous. Histone deacetylase 3 (Homo sapiens), O15379. recombinant HDAC3, fluorogenic peptide/trypsin coupled. inhibition, % at 8.3 µM. 320,000 tested, 0.15% active; in the data active means inhibition above about 26%, passing the limit was not always enough
# Target sequence (O15379 whole entry, looked up): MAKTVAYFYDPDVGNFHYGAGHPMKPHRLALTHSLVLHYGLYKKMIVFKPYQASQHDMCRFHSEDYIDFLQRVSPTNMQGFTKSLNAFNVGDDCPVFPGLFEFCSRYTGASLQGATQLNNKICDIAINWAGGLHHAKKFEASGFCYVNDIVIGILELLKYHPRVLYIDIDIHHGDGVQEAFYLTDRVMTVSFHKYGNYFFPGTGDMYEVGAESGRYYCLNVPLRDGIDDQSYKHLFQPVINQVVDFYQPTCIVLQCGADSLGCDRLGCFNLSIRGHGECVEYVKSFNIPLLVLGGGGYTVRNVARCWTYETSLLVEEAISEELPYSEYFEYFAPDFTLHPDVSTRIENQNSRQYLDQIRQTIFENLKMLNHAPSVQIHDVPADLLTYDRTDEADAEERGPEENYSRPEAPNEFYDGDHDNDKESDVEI
# RGS4 pot: RGS4 potentiators or activators, primary screen, cell-based, HEK293 M3R inducible RGS4, calcium flux; carbachol calcium flux Fluo4; active compounds read low; B-score at 10 µM; 310,000 tested, 0.92% active;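 active means B-score of the integrated calcium signal more than 4 SD below the library mean, with starting fluorescence not abnormally high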;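 further: negative B-score means reduced calcium response which marks RGS4 activation or potentiation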
#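 Detection: kinetic calcium fluorescence imaging with Fluo4-AM dye, 2 µM / Material: HEK293 cells with stable M3R and inducible RGS4 / Schedule: recording 10 s baseline at 1 Hz, 100 s post-agonist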
# MrgX1 antag: antagonists of human MrgX1 receptor, primary screen, HEK293 cells, Fluo-4 calcium flux; Mas-related G-protein coupled receptor member X1 (Homo sapiens), Q96LB2; BAM8-22 antagonism; active compounds read low; 310,000 tested, 1.3% active; B-score at 10 µM;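 active means calcium-response B-score plate-corrected more than 3 library SD below zero, starting fluorescence within 5 deviations, no agonist response on first addition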;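 further: peak minus trough fluorescence over baseline after final BAM8-22 challenge near maximal dose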
# SKKanGAS inh: S. pyogenes SKKanGAS growth inhibitors in kanamycin, primary screen, streptokinase expression inhibitor project, SKKanGAS strain, BacTiter-Glo luminescence; 300,000 tested, 1.3% active; 6 h; inhibition, % at 7.5 µM; AID 1662, 2009;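 active means mean replicate score, as percent of positive control median, at least 50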;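 further: strain carries kanamycin resistance gene driven by streptokinase promoter and grows in 40 µg/ml kanamycin; loss of luminescence reflects streptokinase promoter inhibition or plain growth inhibition; 0% = median of DMSO wells and 100% = positive control at its reference dose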
# TRPC6 act: mouse TRPC6 channel activators, primary screen, cell-based, HEK293, membrane potential dye; HEK293-TRPC6 membrane potential dye fluorescence; active compounds read high; B-score at 10 µM; 310,000 tested, 0.13% active; AID 2550, 2010;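 active means B-score of the integrated fluorescence ratio above library mean plus 3 SD, and starting fluorescence ratio within library mean plus 5 SD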;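 further: higher score means more depolarization so channel activation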
# MrgX1 PAM: positive allosteric modulators of MrgX1, primary screen, HEK293 cells, Fluo-4 calcium flux; Mas-related G-protein coupled receptor member X1 (Homo sapiens), Q96LB2; FDSS; active compounds read high; B-score at 10 µM; 310,000 tested, 0.63% active; AID 588675, 2011;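 active means plate-corrected calcium response at least 3 library SD above typical, normal starting fluorescence, not activating the receptor alone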;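 further: compound read alongside a low EC10 to EC30 dose of BAM8-22 agonist; peak minus trough fluorescence over baseline measured at the second addition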
# * = called active by the depositor; i = inactive; . = not tested or not shown.
SMILES,TRPC6 inhibitor,TMEM16A inh,MrgX1 agonist,TMEM16A act,RGS4 block,HDAC3 inhib,RGS4 pot,MrgX1 antag,SKKanGAS inh,TRPC6 act,MrgX1 PAM
CCOc1cccc(C2C(C(=O)c3ccc(C)o3)=C(O)C(=O)N2Cc2ccncc2)c1 (centres undefined),i,i,i,i,i,5.2,i,i,4.1,i,i
Cc1ccccc1OCC1CN(CN2CCOCC2)C(=O)O1 (centres undefined),i,i,i,i,i,1.7,i,i,-2.4,i,i
CCCCn1c(=O)c(CCC(=O)OCC(=O)Nc2cccc3ccccc23)nc2ccccc21,i,i,i,i,i,-1.3,i,i,-4.0,i,i
O=C(NCc1nnc(SCC(=O)N2CCCC2)o1)c1c(F)cccc1Cl,i,i,i,i,i,-2.5,i,i,-2.9,i,i
O=C(COC(=O)c1ccccc1C(=O)N1CCN(c2ccccc2)CC1)NCc1ccccc1,i,i,i,i,i,-19.6,i,i,-2.9,i,i
CCCCn1c(SCC(=O)N2CCC(C)CC2)nc2ccsc2c1=O,i,i,i,i,i,4.4,i,i,-12.9,i,i
O=C(/C=N/O)NCC1CCNCC1,i,i,i,i,i,2.5,i,i,-1.7,i,i
O=c1c2ccccc2nnn1CSc1nnc(-c2cccnc2)n1-c1ccccc1F,i,i,i,i,i,7.1,i,i,0.7,i,i
CCOc1ccc(N2C(=O)Nc3ccc(Br)cc3C2(O)C(=O)NCCCN(C)C)cc1 (centres undefined),i,i,i,i,i,1.4,i,i,-2.1,i,i
Cc1cc(N2C(=O)c3ccc(C(=O)Nc4ccccc4O)cc3C2=O)no1,i,i,i,i,i,4.2,i,i,-1.4,i,i
CC(C)(C)c1ccc(/C=C2\CCn3c2nc2cc(C(=O)O)ccc2c3=O)cc1,i,i,i,i,i,4.4,i,i,43.9,i,i
CCOC(=O)c1c(C)oc2c1c(C=NCC1CCCO1)c(O)c1ccccc12 (centres undefined),i,.,.,i,i,.,i,.,11.5,i,.
COC(=O)CN(C)C(=O)c1ccccc1OC1CCN(S(C)(=O)=O)CC1,i,i,i,i,i,1.0,i,i,-1.9,i,i
COc1ccc(NC2=NCC(=O)N2c2ccccc2)c(OC)c1,i,i,i,i,i,0.3,i,i,-0.1,i,i
CCC(=O)N1N=C(c2ccc(NS(=O)(=O)CC)cc2)CC1c1ccc(C)cc1 (centres undefined),i,i,i,i,i,-19.0,i,i,4.7,i,i
CCOc1ccc(/C=N/N2C(=O)C(CC(=O)Nc3ccc(F)cc3F)SC2=NC)cc1OC (centres undefined),i,i,i,i,i,4.2,i,i,-7.7,i,i
CC1(C)CC(NC(=O)COc2ccc3c4c(c(=O)oc3c2)CCCC4)CC(C)(C)N1,i,i,i,i,i,-26.5,i,i,-1.2,i,i
CCOc1ccc(NS(=O)(=O)c2ccc3c(c2)CCN3C(=O)C2CCC2)cc1,i,i,i,i,i,2.6,i,i,12.1,i,i
COCCn1cnc2c1c(=O)n(CC(=O)O)c(=O)n2Cc1ccccc1,i,i,i,i,i,.,i,i,-3.8,i,i
N#Cc1ccc(-c2nnnn2-c2ccc3c(c2)OCO3)cc1,i,i,i,i,i,2.5,i,i,-2.9,i,i
COc1nnc(-c2ccc(N3CCOCC3)c(NC(=O)c3ccccc3)c2)c2ccccc12,i,i,i,i,i,1.8,i,i,3.1,i,i
CN(C(=O)c1cc(-c2ccccc2)on1)C1CCCCC1,i,i,i,i,i,6.2,i,i,-7.6,i,i
CCCN(Cc1cc2ccc(C)cc2[nH]c1=O)C(=O)c1ccccn1,i,i,i,i,i,-0.4,i,i,1.9,i,i
COc1c(Cl)cnn(-c2cccc(C)c2)c1=O,i,i,i,i,i,6.6,i,i,3.4,i,i
C=CCN(C(=O)Nc1ccc(Cl)cc1)C1CC(=O)N(c2ccc(OC)cc2)C1=O (centres undefined),i,i,i,i,i,-9.7,i,i,-1.8,i,i
CCCN(CCC)c1ccc(CC(=O)NC(C)Cc2ccccc2)cc1 (centres undefined),i,i,i,i,i,5.4,i,i,5.1,i,i
Cc1cc2c(c(=O)n1CC1CCCO1)C(c1ccc3c(c1)OCO3)C(C#N)=C(N)O2 (centres undefined),i,i,i,i,i,-0.1,i,i,-3.0,i,i
CCc1ccccc1NC(=O)C1CCN(C(=O)c2ccc([N+](=O)[O-])cc2)CC1,i,i,i,i,i,-2.4,i,i,1.8,i,i
O=C(NC(=S)Nc1nc(-c2ccccc2)cs1)c1cccnc1,i,i,i,i,i,2.4,i,i,-0.6,i,i
Cc1ccc(OCc2cc(C(=O)NC(C)Cc3cnccn3)no2)cc1C (centres undefined),i,i,i,i,i,-4.6,i,i,1.1,i,i
COC(=O)c1[nH]c2ccccc2c1NC(=O)c1c(F)cccc1F,i,i,i,i,i,0.8,i,i,-1.6,i,i
COCCNC(=O)[C@@H]1CCCN1S(=O)(=O)c1cccc2cccnc12,.,i,i,i,.,0.9,.,i,.,.,i
COc1ccc(Cc2nnc(SCC(=O)Nc3ccccc3C#N)o2)cc1,i,i,i,i,i,2.1,i,i,-2.7,i,i
CC(=O)NC1=NC(=O)/C(=C/N2CCOCC2)S1,i,i,i,i,i,5.5,i,i,-1.9,i,i
Fc1cc(F)cc(NC(=S)Nc2ccccc2N2CCOCC2)c1,i,i,i,i,i,0.3,i,i,-6.9,i,i
CCN(CC)S(=O)(=O)c1ccc(N(C)CCc2ccc(OC)c(OC)c2)nc1,i,i,i,i,i,5.1,i,i,0.3,i,i
OCCC1CN(CCCn2cccn2)CCN1C1CCCCC1 (centres undefined),i,.,.,i,i,.,i,.,5.2,i,.
O=C(NCc1ccccc1)c1ccccc1NC(=O)C1CCCCC1,i,i,i,i,i,0.2,i,i,-9.7,i,i
Cc1ccc2c(=O)c(C(=O)c3ccc(F)cc3)cn(CC(=O)NCc3ccco3)c2n1,i,i,i,i,i,-3.6,i,i,2.6,i,i
CSCCC(NC(=O)COc1ccccc1)C(=O)N1CCN(c2ccccc2O)CC1 (centres undefined),i,i,i,i,i,0.5,i,i,-14.2,i,i
Cc1ccc(C(=O)N/N=C\C2CC=CCC2)cc1[N+](=O)[O-] (centres undefined),i,i,i,i,i,1.2,i,i,0.3,i,i
CC(NC(=O)C(=O)NCCCn1ccnc1)c1ccccc1 (centres undefined),i,i,i,i,i,-6.4,i,i,6.2,i,i
O=C(NCc1ccc2c(c1)OCO2)c1ccc(CS(=O)Cc2cccc(Cl)c2)o1 (centres undefined),i,i,i,i,i,3.4,i,i,1.4,i,i
CCS(=O)(=O)c1nc(S(=O)(=O)c2ccc(C)cc2)c(N2CC(C)CC(C)C2)s1 (centres undefined),i,i,i,i,i,14.5,i,i,-6.8,i,i
Cc1ccc(CNC(=S)Nc2cc(C(=O)O)ccc2C)cc1,i,i,i,i,i,-9.5,i,i,4.5,i,i
CCc1ccc(CNC(=O)CCc2cn(C)c3ccccc23)cc1,i,i,i,i,i,4.6,i,i,-4.4,i,i
CCOC(=O)[C@@H]1[C@H]2COc3cc(OC)ccc3[C@@H]2N2C(=O)N(c3ccc(C(F)(F)F)cc3)C(=O)[C@]12C,i,i,i,i,i,4.3,i,i,16.6,i,i
COC(=O)c1ccc(C2c3c(n[nH]c3C)C(=O)N2c2ccc(C)cc2)cc1 (centres undefined),i,i,i,i,i,6.5,i,i,0.1,i,i
O=C(N/N=C/c1cccs1)C1CC(=O)N(c2ccccc2)C1 (centres undefined),i,i,i,i,i,4.7,i,i,-7.0,i,i
COCCSc1nnc(NC(=O)CS(=O)(=O)c2ccccc2)s1,i,i,i,i,i,1.3,i,i,4.2,i,i
CC(C)NC(=O)N(Cc1ccccc1)Cc1cccs1,i,i,i,i,i,3.2,i,i,-1.5,i,i
CCOC(=O)C(C)/C(C)=N/NC(=O)CCC(=O)Nc1cc(C)ccc1C (centres undefined),i,i,i,i,i,2.2,i,i,3.3,i,i
CC(C)n1nnc(-c2ccc(OCc3ccccc3F)cc2)n1,i,i,i,i,i,5.6,i,i,10.6,i,i
CC1(c2ccc(OC(F)F)cc2)NC(=O)N(CC(=O)NC2CCCCC2)C1=O (centres undefined),i,i,i,i,i,-4.0,i,i,-0.1,i,i
CC(Oc1ccc2c3c(c(=O)oc2c1)CCCC3)C(=O)NCc1ccccn1 (centres undefined),i,i,i,i,i,-22.2,i,i,-0.3,i,i
CCn1c2ccccc2c2cc(/C=N/NC(=O)c3ccncc3)ccc21,i,i,i,i,i,3.9,i,i,-6.2,i,i
CN1C(=O)C(C(=O)Nc2ccccc2F)c2ccccc21 (centres undefined),i,i,i,i,i,-10.3,i,i,-1.6,i,i
O=[N+]([O-])c1ccc2c(c1)nc1n2CCCCC1,i,i,i,i,i,12.5,i,i,-4.1,i,i
COc1ccc(CN2CCNC(=O)C2CC(=O)N(C)Cc2nc(C)cs2)c(OC)c1 (centres undefined),i,i,i,i,i,-5.7,i,i,0.4,i,i
CC(C)CC(=O)NNC(=O)C(C)C,i,i,i,i,i,-1.1,i,i,-2.3,i,i
# (further entries)
SMILES,TRPC6 inhibitor,TMEM16A inh,MrgX1 agonist,TMEM16A act,RGS4 block,HDAC3 inhib,RGS4 pot,MrgX1 antag,SKKanGAS inh,TRPC6 act,MrgX1 PAM
NC(=O)c1ccc(NC(=O)CSc2nnc(C3CCCCC3)n2N)cc1,i,i,i,i,i,-6.3,i,i,-1.2,i,i
COc1ccc2c(c1)C(=O)[C@H](O)[C@@H](c1ccc(OC)c(Br)c1)O2,i,i,i,.,i,-2.7,i,i,15.4,i,i
O=C(CNC1CCCCC1)Nc1cccc(C(F)(F)F)c1,i,i,i,i,i,4.7,i,i,-1.2,i,i
Cc1ccccc1N=Cc1c(O)n(-c2nccs2)c(=O)c2ccccc12,i,i,i,i,i,3.4,i,i,-3.9,i,i
Cc1cccc(NC(=O)Nc2ccc(C)cc2Br)c1,i,i,i,i,i,-8.6,i,i,-3.6,i,i
COc1ccc(NC(=O)C(=O)N/N=C/c2cccnc2)c(OC)c1,i,i,i,i,i,3.8,i,i,-8.1,i,i
CC(=O)Cc1nsc(NC(=O)c2ccc(-c3cccc(C(F)(F)F)c3)o2)n1,i,i,i,i,i,6.0,i,i,11.1,i,i

# Screening results as filed in PubChem BioAssay.
